IDE cell inh: inhibits human insulin-degrading enzyme in HEK cells | FAbetaB cleavage, fluorescence polarization | inhibition, % at 5.59 µM | 320,000 tested, 0.41% active;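 active = percent inhibition above the average of all tested compounds plus 3 SD, set per screening campaign, cut at about 16% in these data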;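 note: IDE supplied by intact live HEK cells; FP after avidin binding of uncleaved biotin substrate so inhibition keeps polarization high; 0% = DMSO wells and 100% = 60 µM reference IDE inhibitor Ii1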
MEKK3 PB1 HTS: raises or lowers MEK5 binding to the human MEKK3 PB1 domain | Q99759 | bead-based flow cytometry, Alexa488-MEK5 binding to MEKK3; actives lie on both sides; 0 = blocked by unlabeled MEK5, 100 = vehicle | binding response (% of control), % at 10 µM | 290,000 tested, 1.4% active;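 active = binding response more than 3 SD above or below the average of its plate-row segment, actives on both sides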;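 note: Alexa488 bead fluorescence after subtracting the streptavidin-only scavenger bead signal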
PHOSPHO1 block: inhibitors of human PHOSPHO1 phosphatase; Q8TCT1; recombinant PHOSPHO1, absorbance phosphatase assay; inhibition, % at 13.3 µM; 290,000 tested, 1.1% active; in the data active = inhibition above about 60%
GalR3 antag: antagonists of human GalR3. O60755. HEK293 GalR3-CNG cAMP membrane potential fluorescence; galR3 body fused to GalR1 C-terminus. inhibition, % at 3 µM. 360,000 tested, 0.44% active;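 active = inhibition above the screen-wide average plus 3 SD, cut at about 13% in these data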;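 note: forskolin and galanin both at EC90 stimulate the cells; cAMP rise reported by CNG channel membrane potential dye signal; 0% = forskolin plus galanin with DMSO and 100% = forskolin alone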
pCIP destab: compounds decreasing mouse p/CIP protein stability; 290,000 tested, 0.01% active; Q05BA5; F442A p/CIP-EGFP cells, EGFP fluorescence, 16 h; AID 1984; decrease of EGFP signal, % at 10 µM;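 active = EGFP signal decrease of at least 30% at 10 µM or well 3 SD below plate mean, unless failing retest; inactive = the rest, including hits failing retest or dose response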; note: some compounds called inactive have numbers as strong as hits; many of its hits are not listed in these tables
Target sequence (Q05BA5 1-1403): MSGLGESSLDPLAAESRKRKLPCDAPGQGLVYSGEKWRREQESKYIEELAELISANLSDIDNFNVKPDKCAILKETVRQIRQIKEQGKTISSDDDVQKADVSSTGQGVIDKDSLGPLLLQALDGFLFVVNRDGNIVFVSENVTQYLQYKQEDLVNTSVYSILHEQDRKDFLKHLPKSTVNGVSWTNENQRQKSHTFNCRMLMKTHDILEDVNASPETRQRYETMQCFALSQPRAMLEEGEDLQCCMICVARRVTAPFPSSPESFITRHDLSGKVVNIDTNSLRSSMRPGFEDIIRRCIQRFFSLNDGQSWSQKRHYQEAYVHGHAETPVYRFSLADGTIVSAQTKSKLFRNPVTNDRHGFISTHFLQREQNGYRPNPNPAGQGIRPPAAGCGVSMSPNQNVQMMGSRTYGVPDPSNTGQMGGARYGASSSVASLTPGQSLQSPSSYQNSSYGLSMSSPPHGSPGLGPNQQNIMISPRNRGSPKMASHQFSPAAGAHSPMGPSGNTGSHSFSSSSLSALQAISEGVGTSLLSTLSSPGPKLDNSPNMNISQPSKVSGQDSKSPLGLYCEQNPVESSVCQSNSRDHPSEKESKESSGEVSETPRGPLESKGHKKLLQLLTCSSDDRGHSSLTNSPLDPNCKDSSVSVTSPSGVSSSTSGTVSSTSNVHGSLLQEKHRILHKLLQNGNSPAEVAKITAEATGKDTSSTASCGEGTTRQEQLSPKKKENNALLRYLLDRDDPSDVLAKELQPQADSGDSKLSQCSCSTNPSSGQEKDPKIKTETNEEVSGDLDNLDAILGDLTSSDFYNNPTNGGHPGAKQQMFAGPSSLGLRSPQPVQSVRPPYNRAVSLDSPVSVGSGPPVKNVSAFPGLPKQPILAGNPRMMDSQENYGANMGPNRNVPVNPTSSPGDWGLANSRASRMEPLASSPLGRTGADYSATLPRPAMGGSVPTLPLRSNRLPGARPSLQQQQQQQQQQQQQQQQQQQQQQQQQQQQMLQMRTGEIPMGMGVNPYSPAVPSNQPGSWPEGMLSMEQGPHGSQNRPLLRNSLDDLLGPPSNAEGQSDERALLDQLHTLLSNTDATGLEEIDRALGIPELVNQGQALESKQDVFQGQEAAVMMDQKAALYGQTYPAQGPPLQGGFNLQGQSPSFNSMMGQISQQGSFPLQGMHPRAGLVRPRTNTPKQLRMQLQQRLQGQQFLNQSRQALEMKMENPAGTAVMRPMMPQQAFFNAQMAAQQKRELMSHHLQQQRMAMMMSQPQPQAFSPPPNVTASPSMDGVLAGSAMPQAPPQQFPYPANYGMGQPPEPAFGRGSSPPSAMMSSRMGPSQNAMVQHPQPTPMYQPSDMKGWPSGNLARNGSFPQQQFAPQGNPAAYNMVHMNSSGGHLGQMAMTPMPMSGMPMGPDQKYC
CRFR2-BP ag: agonists of human CRF-binding protein/CRF-R2 receptor complex. AID 588473. 350,000 tested, 0.46% active. activation, % at 13.2 µM. HEK293 CRF-R2/CRF-BP, calcium dye fluorescence (FLIPR); percent of saturating CRF peptide response;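 active = activation of at least 50%, plus an integration ratio under a set limit after plate pattern correction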;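 note: plate controls were neutral control wells without compound for no effect and CRF at EC100 for full effect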
CRFR2-BP antag: blocks CRF-induced signaling of the CRF-BP/CRF-R2 complex; inhibition, % at 11.8 µM; HEK293 CRF-R2/CRF-BP, CRF-induced calcium fluorescence; 350,000 tested, 0.59% active;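 active = inhibition of the ligand-induced calcium signal above about 50% at the single tested concentration, limit read from the data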
IDE cell activ: IDE (human) activation, cell-based; P14735; HEK cells, FAbeta-B cleavage, fluorescence polarization; 0% vehicle, 100% cell-free pure enzyme wells; activation, % at 5.96 µM; 340,000 tested, 0.073% active;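 active = activation above the mean of all tested compounds plus 3 SD, set per screening campaign, cut at about 17% in these data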
M4 PAM: potentiates acetylcholine response at human M4 receptor. 360,000 tested, 0.4% active. P08173. CHO-K1 hM4/Gqi5, Fluo-8 calcium fluorescence, ACh EC20; 0% = ACh EC20, 100% = maximal ACh. activation, % at 3 µM. AID 624126;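 active = activation above its plate's cutoff, the mean activation of sample wells plus 3 SD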; note: some results filed as inactive read as strong as hits
* marks the source's active call; other numbers are inactive results; . = not tested or not shown.

entry	mol	MEKK3 PB1 HTS	M4 PAM	PHOSPHO1 block	GalR3 antag	CRFR2-BP antag	CRFR2-BP ag	pCIP destab	IDE cell activ	IDE cell inh
1	Cc1cccc(N2CCN(C(=O)Cc3c(C(=O)O)[nH]c4ccc(Cl)cc34)CC2)c1C	99.0	8.0	-3.8	0.3	-12.9	-0.1	5.1	-1.6	-0.7
2	CC(C)c1cc(O)c(-c2ccccc2)c(=O)n1-c1ccc(Cl)cc1	108.0	-1.3	-12.2	-5.6	-12.2	-0.3	-6.8	1.1	1.9
3	CSC1=NCCN1C(=O)C(C)Oc1ccccc1 (stereo unspecified)	104.0	-3.8	18.2	1.9	-1.0	0.4	-1.9	6.6	4.3
4	Cc1nnc(SCC(=O)NC2CCCc3c2cnn3-c2ccccc2F)o1 (stereo unspecified)	98.0	-7.0	-6.1	-1.8	-11.6	3.3	-0.5	-0.3	1.5
5	O=C1CC(Cc2ccc(Cl)cc2)C(=O)N1c1ccncc1 (stereo unspecified)	100.0	6.0	-10.8	-2.7	9.2	0.5	-5.6	5.7	3.1
6	CCCCCC/C(C=O)=C\c1ccccc1	.	6.7	.	-3.3	7.7	-1.6	.	5.4	5.9
7	O=C(O)c1ccc(NS(=O)(=O)/C=C/c2ccccc2)cc1	101.0	5.5	15.4	0.5	-2.3	0.2	7.2	-0.3	5.8
8	C=CCn1c(N)c(C(=O)Nc2ccccc2OC)sc1=S	102.0	13.8	20.7	-6.5	-18.2	0.8	-11.8	8.2	-0.7
9	COc1ccc(S(=O)(=O)N(CC(=O)N2CCN(c3ccccc3)CC2)c2ccccc2)cc1	103.0	4.2	17.5	1.6	-1.0	-0.1	-9.7	-3.3	-1.8
10	CCOC(=O)C1CCCCN1C(=O)CCc1c(C)nc2cc(-c3ccccc3)nn2c1C (stereo unspecified)	.	0.4	-17.2	-4.0	9.8	-2.0	-12.8	2.0	-1.8

Remaining list, next part.
entry	mol	MEKK3 PB1 HTS	M4 PAM	PHOSPHO1 block	GalR3 antag	CRFR2-BP antag	CRFR2-BP ag	pCIP destab	IDE cell activ	IDE cell inh
11	CCOc1cc(/C=C2\C(=O)N(Cc3ccco3)C(C)=C2C(=O)OC)ccc1O	100.0	1.0	39.4	1.5	-9.2	-2.8	15.4	-2.7	4.8
12	CCc1noc(C)c1C(=O)N(C)CC(=O)Nc1ccc(Cl)c(Cl)c1	.	-2.3	.	-2.8	-6.6	0.1	.	-4.7	2.1
13	COc1ccc(Cl)cc1NC(=O)C1CC(c2ccccc2Cl)=NO1 (stereo unspecified)	.	-1.1	.	-7.5	14.5	3.3	.	.	.
14	Cc1ccc(C(=O)NCCNc2ccc(Cl)cc2[N+](=O)[O-])o1	104.0	4.0	17.7	-3.8	1.6	-1.4	-10.0	-0.7	-1.0
15	CCc1ccc(N2CC(C(=O)N3CCCCCC3)CC2=O)cc1 (stereo unspecified)	97.0	0.9	19.0	-6.8	-21.4	3.9	-2.1	1.9	0.4
16	O=C1C(c2ccc(F)cc2)N(CC2COc3ccccc3O2)C(=O)CN1C1CCCCC1 (stereo unspecified)	79.0	-1.8	9.9	-2.9	-43.3	-0.8	-4.6	5.7	-5.0
17	Cc1nn(Cc2n[nH]c(=S)n2Cc2ccccc2)c(C)c1Cl	94.0	9.6	99.1*	-0.2	-5.6	1.0	-15.4	3.9	13.0
18	O=C(COC(=O)c1cnccn1)NCCc1ccc(Cl)cc1	.	0.1	.	-2.6	9.7	0.8	.	3.2	.
19	CCc1cccc(NC(=O)Cn2cc3c(n2)CCCC3)c1	100.0	3.2	-17.1	-1.9	-9.2	-1.1	7.6	5.4	-4.6
20	CCCCc1nnc(SCC(=O)Nc2nccs2)n1C	104.0	5.4	26.3	-0.9	-11.3	0.3	-12.8	-0.6	-0.6

Carrying on:
entry	mol	MEKK3 PB1 HTS	M4 PAM	PHOSPHO1 block	GalR3 antag	CRFR2-BP antag	CRFR2-BP ag	pCIP destab	IDE cell activ	IDE cell inh
21	CC1CCN(S(=O)(=O)c2ccc3[nH]c(=O)cc(C(=O)O)c3c2)CC1	104.0	12.9	5.5	-6.7	-3.1	0.7	-2.8	6.6	2.9
22	Cn1cc(Cl)c(C(=O)NNC(=S)NC2CCCCC2)n1	94.0	4.0	-17.0	8.7	5.4	-1.2	-6.6	0.5	-3.2
23	CCC(=O)N1CC23C=CC(CC2CC12CCCCC2)O3 (stereo unspecified)	96.0	1.9	-1.6	0.6	4.7	-0.3	-14.5	5.0	-2.8
24	CC1=C(C(=O)N2CCOCC2)CC(CC(=O)NCCN2CCOCC2)C(=O)N1Cc1ccccc1 (stereo unspecified)	.	4.1	.	-2.4	-2.9	-1.1	.	.	.
25	CCc1ccc2oc(-c3cc(N=Cc4cccc(OC)c4O)ccc3O)nc2c1	113.0	.	-7.7	.	-16.4	-0.2	-2.2	.	-3.7
26	Cc1ccc(CNC(=O)c2sc3nc4c(c(C(F)(F)F)c3c2N)CCC4)cc1	101.0	-0.6	18.1	-6.9	-13.5	15.4	-1.5	3.2	2.5
27	Cc1ccccc1-c1nc2cc(Cl)ccc2o1	103.0	-2.5	-2.7	-4.0	-0.6	0.8	5.4	1.9	-0.7
28	CCOC(=O)C1=NN(c2cccc(C)c2)C2(S1)SC(C(C)=O)=C(C)N2c1ccccc1 (stereo unspecified)	97.0	13.4	62.5*	-8.4	34.2	-0.8	0.1	0.2	2.5
29	Cn1c(=O)c2[nH]c(NN=Cc3ccc(Br)cc3)nc2n(C)c1=O	.	-0.1	.	-5.4	-14.4	4.2	.	-5.8	.
30	CCOc1ccc(-c2nc3n(c(=O)c2C#N)CCS3)cc1	101.0	-3.6	24.0	2.0	7.0	0.2	-14.5	0.4	-1.0

New compounds follow:
entry	mol	MEKK3 PB1 HTS	M4 PAM	PHOSPHO1 block	GalR3 antag	CRFR2-BP antag	CRFR2-BP ag	pCIP destab	IDE cell activ	IDE cell inh
31	O=C(NCCc1ccccc1)C1CCN(c2nc3ccccc3o2)CC1	97.0	-4.5	15.5	.	3.6	-1.0	-1.9	-1.5	10.5
32	Cc1cccc(C)c1NC(=O)N1CCCC1C(=O)Nc1ccc(-n2cnnn2)cc1 (stereo unspecified)	100.0	3.5	5.8	-3.5	3.1	-0.7	4.8	4.6	-2.1
33	CN(c1ccc(OCC(=O)NC2CCCC2)cc1)S(=O)(=O)c1cccs1	107.0	5.0	1.7	-4.8	-4.0	-0.9	-2.1	2.2	8.1
34	O=C(O)c1ccc(NS(=O)(=O)c2ccc(N3C(=O)CCC3=O)cc2)cc1	97.0	-2.1	35.0	-3.7	4.8	-1.5	-7.3	-2.5	3.3
35	COC(=O)Cc1ccc(N(Cc2ccccc2F)S(=O)(=O)c2ccc(Br)cc2)cc1	99.0	-5.7	-9.8	0.7	-4.0	-0.4	0.3	0.9	-0.5
36	COc1ccc(CN(CC2CCC(C(=O)O)CC2)C(=S)Nc2ccc(C)c(Cl)c2)cc1 (stereo unspecified)	100.0	5.1	-24.8	-1.1	1.5	0.4	-5.6	0.8	-1.2
37	Cn1c(=O)n(C)c2cc(NC(=O)C(F)(F)F)ccc21	101.0	16.6	27.7	3.8	-1.4	1.0	-5.0	-1.6	-1.4
38	CC(C)OCC1Cn2c(nc3c2c(=O)n(C)c(=O)n3C)O1 (stereo unspecified)	98.0	4.8	39.5	-3.3	0.2	-2.5	4.8	-3.0	0.3
39	O=C(NCc1ccccc1Cl)c1cccc(NC(=O)c2ccccc2)c1	101.0	-4.3	-8.9	-0.9	19.7	-2.8	-14.0	-3.3	5.4
40	CS(=O)(=O)c1ccc(NC(=O)CCN2C(=O)NC3(CCCC3)C2=O)cc1	.	4.3	.	-5.5	12.6	-0.9	.	4.4	-4.5

Remaining list, next part:
entry	mol	MEKK3 PB1 HTS	M4 PAM	PHOSPHO1 block	GalR3 antag	CRFR2-BP antag	CRFR2-BP ag	pCIP destab	IDE cell activ	IDE cell inh
41	COC(=O)[C@@]1(Cc2ccc(OC)cc2)[C@H]2c3cc(C(=O)N4CCCC4)n(Cc4ccc(OC)c(OC)c4)c3C[C@H]2CN1C(=O)c1ccccc1	103.0	.	-3.8	-1.7	.	.	0.8	.	.
42	CC1=NN(C(=O)CCc2ccccc2)C(O)(c2ccncc2)C1 (stereo unspecified)	105.0	7.7	11.2	-7.0	-2.9	-1.0	-0.8	2.5	6.4
43	CC(=O)Nc1ccc(NC(=O)C2CCN(C(=O)NC3CCCCC3)CC2)cc1	101.0	-1.4	27.5	-4.7	-5.3	1.2	0.0	1.4	-0.4
44	O=C(Nc1ccc(F)cc1)c1nc(S(=O)(=O)Cc2ccccc2)ncc1Cl	99.0	-9.2	6.9	-0.1	56.2*	-1.3	-22.8	4.1	-0.4
45	C/C(=N\Nc1ccc(Cl)c(C(=O)O)c1)c1ccccn1	102.0	7.9	24.6	-5.8	4.7	-1.7	-1.3	2.4	-5.5
46	CC(=O)Nc1ccc2nc(NC(=O)c3ccco3)sc2c1	99.0	-6.9	7.8	-9.8	2.1	-1.5	-13.0	1.3	-1.6
47	CCCCNS(=O)(=O)c1cccc(S(=O)(=O)N2CCCC2)c1	97.0	-0.1	16.3	1.1	-8.6	0.1	-5.5	1.1	-2.3
48	Cc1n[nH]c(C)c1S(=O)(=O)N1CCc2ccccc21	103.0	-1.2	13.5	-3.1	-17.1	2.1	-3.1	3.6	9.6
49	c1ccc2c(c1)oc1c(N3CCOCC3)ncnc12	100.0	0.8	-10.0	1.3	3.4	4.9	1.0	-7.4	-3.2
50	COc1ccc(NC(=O)c2c(-c3c(Cl)cccc3Cl)noc2C)c(OC)c1	98.0	3.4	22.4	-6.2	3.0	-0.9	-4.9	2.3	-1.3

Next part
entry	mol	MEKK3 PB1 HTS	M4 PAM	PHOSPHO1 block	GalR3 antag	CRFR2-BP antag	CRFR2-BP ag	pCIP destab	IDE cell activ	IDE cell inh
51	Cc1ccc(NC(=O)COc2coc(CN3CCN(Cc4ccccc4)CC3)cc2=O)cc1	.	0.0	.	-2.5	6.3	-0.5	.	12.2	-2.4
52	CC(NS(=O)(=O)c1ccccc1)C1CC2CCC1C2 (stereo unspecified)	.	-4.0	.	-4.2	5.7	0.0	.	1.8	2.7
53	CNC(=O)c1cc2c(ccc3ccccc32)oc1=N	95.0	.	9.2	.	.	.	11.3	.	-6.9
54	NS(=O)(=O)c1ccc(CCNC(=O)C2CCC(CNS(=O)(=O)c3ccc(Br)s3)CC2)cc1 (stereo unspecified)	102.0	0.6	-10.1	-4.8	6.8	0.1	-2.5	8.6	5.9
55	COc1ccc(C2C3=C(CC(C)(C)CC3=O)N(C)C3=C2C(=O)CC(C)(C)C3)cc1OC	106.0	-5.6	25.3	-10.0	6.1	5.8	-6.4	-2.2	-4.4
56	O=C(O/N=C/c1cccc([N+](=O)[O-])c1)C1CC1	110.0	1.6	-0.3	-1.8	9.4	-1.4	-2.6	-1.9	6.9

Screens deposited in PubChem by several laboratories.
